High-throughput results from PubChem.
pAkt inh: HTS Assay for Inhibitors of Akt Phophorylation: Primary Screen; Neuro2A IGF-stimulated pAkt S473 HTRF, 20 min; active compounds read low; activity change, % for hits at 50 µM; hit rate 0.32% among 360,000; AID 651550, 2012; in the data active = activity change below about -80%; inconclusive = mostly about -51% to -80%; note: % is set by controls: 0 for no effect and ±100 for the full control effect
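Neuro2A cells (4,500/well, DMEM with 0.5% FBS) were treated with compound at a single 50 µM final concentration, stimulated with 6 nM IGF for 20 min at 37 °C, and lysed. Phospho-Akt Ser473 was read by HTRF as 665/615 ratio ×10^4.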
Nrf2 inh: Nrf2 qHTS screen for inhibitors; A549 ARE-Fluc reporter, luciferase luminescence, 18-24 h; Potency, µM (top dose mostly 46 µM), without a hit: at the highest dose activity change, negative = inhibition, hits mostly inhibitors; hit rate 2.1% among 360,000; note: potency is the fitted concentration of half-maximal effect; % is set by controls: 0 for no effect and ±100 for the full control effect; nearly all actives have a fitted effect of over 60% in size
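Quantitative HTS in A549 cells stably bearing an antioxidant response element-firefly luciferase construct. Inhibition of Nrf2-driven transcription was scored by luminescence after 18-24 h of compound exposure at 37 °C.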
HepG2 viability: qHTS for Inhibitors of TGF-b: Cytotox Counterscreen; HepG2 CAGA-GFP viability, ATP luminescence, 18 h; Potency, µM (titrated, usually from 46.1 µM), for the others: at the top dose activity change, negative = cytotoxicity, usual class: cytotoxic; hit rate 0.76% among 410,000; AID 588856, 2011; note: potency is the fitted concentration of half-maximal effect; some results filed as inactive show a strong effect at the top dose
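CellTiter-Glo luminescence gave cytotoxicity after 18 hours at 37 degrees C. The cells were HepG2 CAGA-GFP in 1% FBS DMEM, stimulated with 500 pg/mL TGF-beta after compound addition. %Activity was normalised to no-cell wells (complete cell-killing) and DMSO (no toxicity), and curves were fitted and classified.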
Mm-Cpn inhibitor: Inhibitors of TCP-1 ring complex (TRiC) of Methanococcus maripaludis (MmCpn): qHTS; Chaperonin Mm-Cpn (Methanococcus maripaludis); purified Mm-Cpn ATPase, ADP Transcreener TR-FRET; Potency, µM (titrated, usually from 76.9 µM), without a hit: at the highest dose activity, negative = inhibition, usual class: inhibitors; hit rate 0.031% among 330,000; AID 504842, 2011; note: potency is the fitted concentration of half-maximal effect; % is set by controls: 0 for no effect and ±100 for the full control effect; nearly all actives have a fitted effect of over 80% in size
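Purified archaeal Mm-CPN (25nM final) preincubated 10 min at 37degC with compound, then 10uM ATP for 30 min at 37degC; ADP measured by HTRF Transcreener TR-FRET; buffer 30 mM TRIS pH 7.4, 100mM KCl, 5mM MgCl2, 1mM DTT.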
Nrf2 ARE act: qHTS of Nrf2 Activators. AREc32 ARE-luciferase reporter (MCF7-derived line), luminescence, 24 h. Potency, µM (series often up to 46.1 µM), inactives show at the highest dose activation, most hits filed as activators. hit rate 0.31% among 410,000; note: potency is the fitted concentration of half-maximal effect; % of control where 0% means no effect; nearly all actives have a fitted effect of over 65% in size
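For detection, Steady-Glo was added and plates sat 30 min at RT; before that, AREc32_Fluc cells grown overnight in OPTI-MEM/5% FBS had been treated with 23 nL compound for 24 hr at 37 deg C.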
CCT modulator: High-Throughput Screening for Modulators of Cytosolic Chaperonin Activity; purified chaperonin ATPase assay, HTRF ADP detection, 30 min; activity change, % (test concentration not listed), hits read low; hit rate 0.3% among 360,000; AID 651819, 2012; in the data active = activity change below about -30%; note: % is set by controls: 0 for no effect and ±100 for the full control effect
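First, chaperonin was dispensed at 40 nM or 20 nM final depending on batch activity. Next, compounds were pinned at 76 uM and ATP added at 10 uM. After 30 min at 37 °C, ADP detection reagents ran 30 min at ambient temperature.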
A549 viability: Nrf2 qHTS screen for inhibitors: counterscreen for cytotoxicity | A549 ARE-Fluc cells, CellTiter-Fluor viability, 18-24 h | Potency, µM (top dose mostly 46 µM), for the others: at the top dose activity change, negative = cytotoxicity, actives largely listed as inhibitors | hit rate 0.16% among 390,000 | AID 504648, 2011; note: potency is the fitted concentration of half-maximal effect; % is set by controls: 0 for no effect and ±100 for the full control effect
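A549 ARE-Fluc cells in 5% FBS OPTI-MEM, 5000 cells/well, rested 2 h then exposed to compounds in concentration-response for 18-24 h at 37 °C. Viability by CellTiter-Fluor fluorescence (Ex 405/Em 525) after 30 min; luciferase luminescence (BugLite, 15 min, RT) read afterwards.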
Abeta rescue: qHTS for compounds that reverse cellular toxicity of Amyloid beta (A-beta) peptide in yeast: Primary Screen | yeast expressing A-beta42, growth rescue, OD600, 48 h; response scale: 0% DMSO, 100% iron-clioquinol control | Potency, µM (doses to about 46.1 µM), for inactives: at the highest dose growth rescue, hits mostly activators | hit rate 0.063% among 410,000 | AID 1347071, 2019; note: potency is the fitted concentration of half-maximal effect; nearly all actives have a fitted effect of over 55% in size
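Growth rescue measured by 600 nm absorbance after 48 h yeast culture at 30 C with compound. Values normalized between DMSO and an equimolar ferric chloride plus clioquinol control.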
TGFb SMAD3 inh: qHTS for Inhibitors of TGF-b. HepG2 CAGA-GFP TGF-b/SMAD3 reporter, GFP fluorescence, 18 h; TGF-beta stimulated, 500 pg/mL final. hit rate 1.2% among 410,000. Potency, µM (series often up to 46.1 µM), for the others: at the highest dose activity, negative = inhibition, hits mostly inhibitors; note: potency is the fitted concentration of half-maximal effect; % is set by controls: 0 for no effect and ±100 for the full control effect; nearly all actives have a fitted effect of over 65% in size
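Inhibition was scored as loss of TGF-beta-induced (500 pg/mL final, 18 hours, 37 degrees C) GFP in HEPG2 cells carrying a CAGA-GFP reporter, in DMEM with 1% FBS. Well GFP was summed per cell; Activity was normalised to unstimulated and stimulated DMSO wells, then concentration-response fitting.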
* = called active by the depositor; i = inactive; ? = inconclusive; nt = not tested or not shown; [ ] = dose if it differs, or a comment. Unless noted, calls come from the whole dose curve; as a rule, active = well fitted curve in the direction sought with a large enough effect; inconclusive = small, poorly fitted or top-dose-only effect, or another doubt; inactive = no such curve, though single readings can be large; an effect the other way counts as inactive or inconclusive.

SMILES	pAkt inh	Nrf2 inh	HepG2 viability	Mm-Cpn inhibitor	Nrf2 ARE act	CCT modulator	A549 viability	Abeta rescue	TGFb SMAD3 inh
O=C(/C=C/c1ccco1)NC(=S)Nc1ccccc1Br	i	-5%	-7%	0%	8.2%	0.5	-1%	?	-4%
Cc1c(CNCCCc2ccccc2)c(C(=O)O)c(C)n1Cc1ccc(Cl)cc1	nt	3%	-28%	nt	4.8%	nt	0%	-6%	-15%
COc1cccc(N2CCN(C(=S)Nc3ccc(C)cc3C)CC2)c1	i	-24%	18%	1%	2.1%	0.4	-1%	-2%	20%
O=C(NCc1cccnc1)c1cc(-c2cccs2)on1	i	-1%	-23%	2%	28%	0.3	-4%	7%	1%
O=C(O)Cn1c(SCc2ccccc2)nc2ccccc21	i	20%	-8%	-1%	6.5%	-2.6	-2%	-10%	-1%
CC1CN(C(=O)CCNC(=O)c2ccccc2Cl)CC(C)O1 (stereo not given)	i	5%	-8%	3%	-1.7%	-0.8	-2%	-1%	-3%
Cc1c(NC(=O)CN2C(=O)c3cccc4cccc2c34)c(=O)n(-c2ccccc2)n1C	i	11%	-3%	-1%	-0.4%	3.6	4%	-7%	-5%
CC1(C)CC(=O)C(C(=O)c2ccccc2)C(=O)C1	i	-17%	10%	1%	-0.7%	-1.3	-12%	?	3%
O=C(O)CCC(=O)N1N=C(c2cccs2)CC1c1cccc([N+](=O)[O-])c1 (stereo not given)	i	4%	-4%	-2%	2.1%	-2.3	-2%	7%	1%
Cc1ccc(-c2cc(C(=O)OCC(=O)Nc3cc(C)on3)c3ccccc3n2)c(C)c1	i	8%	-3%	0%	0.0%	2.4	-12%	-8%	-2%
COc1cc(CNCc2ccc(SC)cc2)cc(OC)c1	i	3%	-7%	-4%	-0.8%	-1.3	-10%	0%	0%
Cc1cc(/C=C2\SC(=S)NC2=O)c(C)n1-c1cccc(O)c1	i	12%	-18%	-1%	5.1%	-1.4	?	-93%[inhibitor]	-1%
O=C(CCl)Nc1cccc(CP(=O)(c2ccccc2)c2ccccc2)c1	i	-17%	16µM*	1%	?	-2.2	?	-10%	?
CCCCCCn1c(=O)n2n(c1=O)[C@@H]1CN(S(=O)(=O)c3ccc(C)cc3)C[C@]1(O)[C@@H](OC(=O)NCc1ccco1)C2	i	nt	-29%	nt	5.1%	0.4	nt	7%	?
COc1cc2[nH]c(=O)n(CCCCCC(=O)N3CC=C(c4ccccc4)CC3)c(=O)c2cc1OC	i	?	-27%	1%	-1.1%	-1.9	?	6%	-25%
CCN(CC)CCN(Cc1cc2cc3c(cc2[nH]c1=O)OCO3)C(=S)NCc1ccco1	i	?	-4%	1%	3.5%	-3.7	-1%	-19%	-1%
Cc1ccc2c(c1)-c1ncc(C(=O)c3ccccc3O)cc1CO2	nt	13%	2%	nt	0.6%	nt	-2%	-1%	-23%
COc1ccccc1NC(=O)Nc1nc(CC(=O)N2CCN(c3ccccc3)CC2)cs1	i	7.3µM*	-5%	-2%	2.1%	3.5	-15%	5%	-18%
COc1ccc(-c2cc(C(=O)NC(C(=O)O)C(C)C)c(C)o2)cc1OC (stereo not given)	i	?	-26%	2%	4.4%	-2.9	-4%	-12%	0%
Cc1cnc(NC(=O)c2sc3ccccc3c2Cl)s1	i	?	-14%	-3%	8.3%	-1.4	7%	-6%	1%
C=CCNC(=O)COC(=O)c1c2c(nc3ccccc13)CCC2	i	-4%	-60%	-2%	3.2%	-8.3	7%	-8%	?
O=C(Nc1cccc(-c2ccc(N3CCCCC3)nn2)c1)c1ccc(Br)o1	i	?	-44%	-20%	-0.4%	-2.8	?	22%	-8%
CCCCN(C)C(=O)C1CCN(Cc2ccc(OCc3ccccc3)cc2)CC1	i	-14%	-33%	0%	0.5%	-1.3	?	-5%	-26%
COc1ccc(NC(=O)C(C)n2nnc3sc(-c4ccccc4)cc3c2=O)cc1Cl (stereo not given)	nt	13%	-3%	nt	13%	nt	1%	-1%	-27%
COc1ccc(-n2cnnc2SCC(=O)NC2CCCc3ccccc32)cc1 (stereo not given)	i	-3%	-23%	-2%	7.6%	0.1	0%	-12%	?
CC1CCN(c2ccc(C(=O)Nc3ccc4c(c3)OCO4)cc2[N+](=O)[O-])CC1	i	9.2µM*	7%	0%	1.5%	0.1	-8%	-2%	-12%
Cc1ccc(NC(=O)c2ccc(=O)[nH]n2)cc1S(=O)(=O)Nc1ccccc1Cl	i	-4%	-1%	0%	0.3%	-1.0	-2%	-18%	5%
COc1ccc(N(C)S(=O)(=O)c2cccc(C(=O)NCc3ccc(C)cc3)c2)cc1	i	-12%	-30%	0%	0.2%	-0.9	3%	0%	?
O=C(O)C1Cc2[nH]cnc2C(c2cccc([N+](=O)[O-])c2)N1 (stereo not given)	i	?	-6%	0%	-0.2%	2.5	-7%	-14%	8%
COc1ccc(Nc2nc(-c3cccs3)nc3ccccc23)c(OC)c1	i	-13%	-8%	-4%	2.5%	2.0	-3%	-7%	5%

Part of the list above, bar-delimited.
SMILES | pAkt inh | Nrf2 inh | HepG2 viability | Mm-Cpn inhibitor | Nrf2 ARE act | CCT modulator | A549 viability | Abeta rescue | TGFb SMAD3 inh
COc1ccc(-c2cc(C(=O)NC(C(=O)O)C(C)C)c(C)o2)cc1OC (stereo not given) | i | ? | -26% | 2% | 4.4% | -2.9 | -4% | -12% | 0%
Cc1cnc(NC(=O)c2sc3ccccc3c2Cl)s1 | i | ? | -14% | -3% | 8.3% | -1.4 | 7% | -6% | 1%
C=CCNC(=O)COC(=O)c1c2c(nc3ccccc13)CCC2 | i | -4% | -60% | -2% | 3.2% | -8.3 | 7% | -8% | ?

Next section.
SMILES	pAkt inh	Nrf2 inh	HepG2 viability	Mm-Cpn inhibitor	Nrf2 ARE act	CCT modulator	A549 viability	Abeta rescue	TGFb SMAD3 inh
COc1ccc(Nc2cc(C)nc3nc(C)nn23)cc1Cl	i	-12%	-4%	0%	2.9%	2.1	1%	-5%	3%
Cn1c(CC(=O)Nc2ccccc2F)nnc1SCC(=O)NC1CCCCC1	i	-6%	6%	-6%	0.1%	-1.9	-4%	-14%	19%
c1ccc(SCc2nc(-c3cccnc3)no2)cc1	nt	?	-29%	2%	3.4%	-0.4	?	7%	?
CCc1cccc(CC)c1NC(=O)COC(=O)Cc1ccsc1	i	15%	-11%	4%	1.4%	-3.3	9%	2%	1%
COc1ccccc1CNC(=O)c1ccc(N(C)S(=O)(=O)c2ccc(C)cc2)cc1	i	4%	1%	1%	0.1%	-1.3	2%	-3%	-14%
CCOC(=O)C1=NN(c2ccccc2)C(=O)/C1=C\c1ccc(N(C)C)cc1	i	-7%	-29%	1%	0.4%	-1.2	-8%	-5%	-18%
c1ccc(Cn2nnnc2CN2CCN(Cc3ccc4c(c3)OCO4)CC2)cc1	i	nt	1%	1%	-0.8%	-12	9%	9%	13%
Cc1ccc2cc(N)ccc2n1	i	4%	12%	1%	0.6%	0.0	1%	-14%	-1%
COc1ccc(-c2sc3cc(OC)c(OC)cc3c2C#CC2(O)CCCCC2)cc1	i	-20%	-18%	?	-0.8%	0.6	0%	-5%	?
O=C(COc1ccc2c3c(c(=O)oc2c1)CCC3)NCCN1CCOCC1	i	-8%	1%	0%	-0.5%	-2.4	4%	-1%	1%
CCOc1ccc(NC(=O)C2CCCN(C(=O)NCc3ccccc3)C2)cc1 (stereo not given)	i	1%	3%	-4%	0.1%	1.7	-7%	-2%	0%
Cc1ccc([C@H]2C(C#N)=C(N)Oc3cc(C)oc(=O)c32)o1	i	4%	2%	1%	?	0.5	-9%	-7%	4%
C/C(=N\NC(=O)NC1CCCCC1)c1ccco1	i	0%	-37%	-8%	24%	-2.5	1%	8%	21%
O=C(Nc1ccccc1C(=O)NCCCn1ccnc1)c1ccc(Cl)cc1Cl	i	?	-1%	2%	3.5%	0.0	8%	5%	-2%
COc1ccccc1N1CCN(S(=O)(=O)c2c(C)sc3ncn(CC(=O)Nc4cccc(Cl)c4)c(=O)c23)CC1	nt	-4%[9.27 µM]	-6%	nt	-0.7%	nt	-5%	-36%[inhibitor]	1%
O=C(CN1CCCCC1)N1c2ccccc2Sc2ccc(C(F)(F)F)cc21	i	-11%	-22%	-3%	0.0%	-2.4	-7%	-9%	-11%

Some entries already given with just Nrf2 ARE act.
compound	Nrf2 ARE act
CCOc1ccc(NC(=O)C2CCCN(C(=O)NCc3ccccc3)C2)cc1 (stereo not given)	0.1%
Cc1ccc([C@H]2C(C#N)=C(N)Oc3cc(C)oc(=O)c32)o1	?

The order is random; about 4.3% have a hit in one of these screens.
